# PolyA inh = blocks polyadenylation in yeast reporter cells; S. cerevisiae SKY197-pL101 polyadenylation reporter, beta-gal luminescence; efflux-impaired pdr1/pdr3 knockout yeast; score 100 = 6 SD above DMSO; calls only at 12 µM; 300,000 tested, 0.02% active; AID 1875;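 active = lowest replicate activity score at least 50, where 100 means six control SD above control mean; inconclusive = lowest score under 50 but half or more replicates reach 50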;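 also: yeast exposed to compound for 9 h at 30 °C; higher score means more reporter readthrough which indicates perturbed polyadenylation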
# MrgX1 PAM = human MrgX1 positive allosteric modulation, primary screen; Q96LB2; MrgX1-HEK293, Fluo-4 calcium flux, FDSS; hits give high values; B-score at 10 µM; 310,000 tested, 0.63% active;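 active = plate-corrected calcium response at least 3 library SD above typical, normal starting fluorescence, not activating the receptor alone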;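 also: compound read alongside a low EC10 to EC30 dose of BAM8-22 agonist; peak minus trough fluorescence over baseline measured at the second addition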
# TRPC4 PAM = TRPC4 (mouse) allosteric potentiation; Q9QUQ5; B-score at 10 µM; 310,000 tested, 0.42% active; HEK293 TRPC4beta/mu-opioid, DAMGO EC20, Fluo-4 Ca2+ flux; hits give high values;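 active = B-score of calcium response area above 5 SD of library B-scores, with initial fluorescence ratio within 5 SD of library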;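 also: B-score of integrated fluorescence ratio over time as area under calcium response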
# Target sequence (Q9QUQ5 whole entry, looked up): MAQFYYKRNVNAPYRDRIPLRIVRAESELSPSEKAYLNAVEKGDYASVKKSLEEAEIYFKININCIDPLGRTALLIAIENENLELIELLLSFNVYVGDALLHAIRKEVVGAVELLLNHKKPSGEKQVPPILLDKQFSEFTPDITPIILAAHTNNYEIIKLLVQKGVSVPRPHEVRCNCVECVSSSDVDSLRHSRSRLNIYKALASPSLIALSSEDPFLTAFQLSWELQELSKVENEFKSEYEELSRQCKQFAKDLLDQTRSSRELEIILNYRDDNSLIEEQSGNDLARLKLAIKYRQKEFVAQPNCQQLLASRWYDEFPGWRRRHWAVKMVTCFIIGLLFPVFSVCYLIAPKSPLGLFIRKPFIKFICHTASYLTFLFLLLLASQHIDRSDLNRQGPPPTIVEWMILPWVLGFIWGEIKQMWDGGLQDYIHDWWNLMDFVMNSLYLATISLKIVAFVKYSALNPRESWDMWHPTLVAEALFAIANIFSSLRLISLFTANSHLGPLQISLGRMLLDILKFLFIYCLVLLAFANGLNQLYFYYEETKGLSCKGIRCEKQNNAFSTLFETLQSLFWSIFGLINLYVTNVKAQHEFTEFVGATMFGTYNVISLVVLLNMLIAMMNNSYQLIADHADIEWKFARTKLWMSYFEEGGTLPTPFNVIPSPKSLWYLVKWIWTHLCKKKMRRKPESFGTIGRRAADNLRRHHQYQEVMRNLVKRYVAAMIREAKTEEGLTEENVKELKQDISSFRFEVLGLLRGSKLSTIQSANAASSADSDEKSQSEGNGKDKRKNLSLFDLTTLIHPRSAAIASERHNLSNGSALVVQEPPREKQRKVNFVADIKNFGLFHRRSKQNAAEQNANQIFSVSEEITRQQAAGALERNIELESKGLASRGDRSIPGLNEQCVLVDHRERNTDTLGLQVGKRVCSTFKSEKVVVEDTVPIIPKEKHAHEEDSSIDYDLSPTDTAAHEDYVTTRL
# TRPC6 inhibitor = blocks the mouse TRPC6 cation channel | Q61143 | HEK293-TRPC6, membrane potential dye, ACh-evoked depolarization; hits give low values | B-score at 10 µM | 310,000 tested, 1.1% active;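 active = B-score under library mean minus 3 SD, initial fluorescence not abnormally high, positive integrated signal ratio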;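 also: B-score derived from integrated fluorescence ratio over the kinetic read; more negative B-score means stronger inhibition of depolarization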
# HIF activator = HIF pathway transcriptional activation. U2OS HRE-luciferase reporter, luminescence; normalized: DMSO 0%, desferrioxamine 100%. activation, % at 7.5 µM (by protocol). 300,000 tested, 0.32% active. AID 1910;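 active = mean activation of at least 10% of the iron chelator positive control signal, with at least half of replicates also reaching 10%; inconclusive = mean and replicate majority disagree about reaching 10%; inactive = mean and most replicates under 10%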
# MrgX1 antag = blocks BAM8-22 activation of human MrgX1 receptor; Q96LB2; B-score at 10 µM; MRGX1-HEK293 calcium flux, Fluo-4, BAM8-22 antagonism; hits give low values; 310,000 tested, 1.3% active;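 active = calcium-response B-score plate-corrected more than 3 library SD below zero, starting fluorescence within 5 deviations, no agonist response on first addition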;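 also: peak minus trough fluorescence over baseline after final BAM8-22 challenge near maximal dose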
# AI-2 QS mod = modulators of Vibrio harveyi AI-2 quorum sensing system; activity change, % at 7.5 µM; 300,000 tested, 0.4% active; AID 2094; Vibrio harveyi JMH597 AI-2 luminescence/OD600 ratio, 9 h; hits give low values; strain lacks LuxN and CqsS sensors; 0 = neutral-control median; in the data active = activity change below about -75%, passing the limit was not always enough; inconclusive = no clear call, values can overlap the other calls;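 also: luminescence divided by OD600 gain over 9 h not by final OD600 alone; inactives centre near 13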
# TRPC4 act = activators of mouse TRPC4 channel | B-score at 10 µM | HEK293 TRPC4beta/mu-opioid, Fluo4 calcium fluorescence; hits give high values | Q9QUQ5 | 310,000 tested, 0.49% active;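 active = B-score above 5 SD of library B-scores, and initial fluorescence ratio not above library mean plus 5 SD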;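 also: positive B-score marks a calcium rise read as TRPC4 activation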
#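 System – HEK293 cells stably co-expressing mouse TRPC4beta and mu-opioid receptor · Signal – Fluo4 calcium-sensitive dye fluorescence, kinetic, 1 Hz baseline · Benchmarks – buffer (low) and maximal DAMGO (high) · Read-out – B score of integrated fluorescence ratio per well · Incubation – dye loading 45 min room temperature, 110 s kinetic read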
# TRPC4 block = inhibitors of mouse TRPC4 channel | 300,000 tested, 0.39% active | AID 2247 | Q9QUQ5 | B-score at 10 µM | HEK293 TRPC4beta/mu-opioid, DAMGO-evoked Fluo4 calcium flux; hits give low values;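 active = B-score over 3 SD under the library average, no early fluorescence shift, positive overall ratio signal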
#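 Assay system: HEK293 cells with stable TRPC4beta plus mu-opioid receptor expression. Dosing: single dose. Measured by: Fluo4 Ca2+ flux fluorescence. Also added: DAMGO in two steps, submaximal then maximal. Read-out: B score from integrated Fluo4 fluorescence ratio.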
# TRPC6 activator = activators of mouse TRPC6 channel; Q61143; HEK293-TRPC6 membrane potential dye fluorescence; hits give high values; B-score at 10 µM; 310,000 tested, 0.13% active;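 active = B-score of the integrated fluorescence ratio above library mean plus 3 SD, and starting fluorescence ratio within library mean plus 5 SD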;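 also: higher score means more depolarization so channel activation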
# MrgX1 agonist = human MrgX1 receptor agonism, primary screen; 310,000 tested, 0.44% active; B-score at 10 µM; MrgX1-HEK293 cells, Fluo-4 calcium fluorescence, agonist mode; hits give high values;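 active = calcium response B-score plate-corrected fluorescence ratio at least 3 library SD, with starting fluorescence B-score inside 5 SD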
#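 Material: HEK293 cells stably expressing human MrgX1 receptor | Quantity: 15,000 cells per well | Times: Cells plated overnight, dye loaded 0.5 h 37 °C, 0.5 h room temperature | Measured by: Kinetic Fluo-4 NW fluorescence of intracellular calcium | Control set: Positive and negative controls per plate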
# An asterisk follows results filed as active; i = inactive; ? = inconclusive; · = no result given. Only part of the results is shown. The share of hits here may be higher or lower than overall.
SMILES | PolyA inh | MrgX1 PAM | TRPC4 PAM | TRPC6 inhibitor | HIF activator | MrgX1 antag | AI-2 QS mod | TRPC4 act | TRPC4 block | TRPC6 activator | MrgX1 agonist
COc1cccc(Nc2nnc(SCc3nc4ccccc4s3)s2)c1 | i | i | i | i | 3.3 | i | 10 | i | i | i | i
CCN(c1ccccc1)S(=O)(=O)c1cccc(C(=O)O)c1 | i | i | i | i | -0.5 | i | 11 | i | i | i | i
Cc1ccc2c(c1)C(c1ccc([N+](=O)[O-])cc1)=NNC(c1ccc(Br)cc1)=N2 | i | i | i | i | 0.5 | i | 8 | i | i | i | i
O=C(O/N=C\c1ccc(N2CCCCC2)c([N+](=O)[O-])c1)c1cccc(Cl)c1 | i | i | i | i | -0.1 | i | 21 | i | i | i | i
O=C(c1ccc(F)cc1F)N1CCCC(c2nc(-c3cccs3)no2)C1 (stereo not given) | i | i | i | i | 0.8 | i | 30 | i | i | i | i
O=C(Cc1nn[nH]n1)Nc1ccc(F)cc1F | i | i | i | i | 0.2 | i | 13 | i | i | i | i
COc1ccc(/C=C2/SC(=S)N(Cc3ccccc3)C2=O)cc1O | i | i | i | i | -52 | i | 3 | i | i | i | i
CC(C)(C)c1cc(CCC(=O)N2CCC2)cc(C(C)(C)C)c1O | i | i | i | i | 1.0 | i | 16 | i | i | i | i
CN(C)Cc1c(C(=O)N/N=C/c2ccc(-c3ccccc3)cc2)nnn1-c1nonc1N | i | i | i | i | -1.1 | i | 2 | i | i | i | i
C=CCSc1nc2c(c(=O)[nH]1)C(C(C)C)C(C#N)=C(N)O2 (stereo not given) | · | i | i | i | -0.1 | i | 22 | i | i | i | i
CCC(c1nnnn1Cc1ccc2c(c1)OCO2)N1CCN(c2ccc(F)cc2)CC1 (stereo not given) | i | i | i | i | 3.1 | i | 30 | i | i | i | i
O=C1CCC(C(=O)OCC(=O)c2ccccc2)N1 (stereo not given) | i | i | i | i | 0.1 | i | 19 | i | i | i | i
N#CCC(=O)NCCCc1ccccc1 | i | i | i | i | -12 | i | 7 | i | i | i | i
C#CCN(C(=O)c1ccc(OC2CCN(Cc3ccccn3)CC2)cc1)C1CCCCC1 | i | i | i | i | -1.3 | i | 14 | i | i | i | i
CCCCSc1nnc([C@@H](NC(=O)OC(C)(C)C)C(C)C)o1 | i | i | i | i | -0.1 | i | 11 | i | i | i | i
CC1=C(C(=O)OCc2ccccc2)C(c2ccccc2Br)NC(=O)N1 (stereo not given) | i | i | i | i | -13 | i | 9 | i | i | i | i
CNc1nc(SC)nc(N(C)C#N)n1 | i | i | i | i | -0.3 | i | 11 | i | i | i | i
CCOC(=O)C1(Cc2ccc(OC)cc2)CCN(C(=O)c2cc(C)nn2C)CC1 | i | i | i | i | 1.0 | i | 13 | i | i | i | i
CCOc1cc(C)c(S(=O)(=O)Nc2ccc(F)cc2)cc1C | i | i | i | i | -0.2 | i | 16 | i | i | i | i
CN(c1ccccc1)S(=O)(=O)c1ccc(C(=O)Nc2nnc(-c3ccc(F)cc3)o2)cc1 | i | i | i | i | 0.0 | i | 11 | i | i | i | i
CC(=O)c1c(C)[nH]c(C(=O)OCC(=O)c2c(N)n(C)c(=O)n(C)c2=O)c1C | i | i | i | i | -0.1 | i | 50 | i | i | i | i
O=C(O)CCCC(=O)NCc1c(Cl)cccc1Sc1ccc(Cl)cc1 | i | i | i | i | 0.3 | i | · | i | i | i | i
COc1cccc(CN2C(=O)N(C(C)C)C(N(O)C(=O)NC(C)C)C2(C)C)c1OC (stereo not given) | i | i | i | i | 0.3 | i | 16 | i | i | i | i
CCc1ccccc1S(=O)(=O)Cc1ccc(C(=O)NCc2cccs2)o1 | i | i | i | i | 0.0 | i | 10 | i | i | i | i
Cc1cnc(C(=O)N2CCCC(N3CCN(c4cccc(C(F)(F)F)c4)CC3)C2)cn1 (stereo not given) | i | i | i | i | 1.3 | i | 20 | i | i | i | i
COc1ccc(S(=O)(=O)N2CCC(C(=O)Nc3cccc(Cl)c3)CC2)cc1OC | i | i | i | i | -0.1 | i | 16 | i | i | i | i
COc1ccc(C(C(=O)NC2CCCC2)N(C(=O)c2ccco2)c2cc3c(cc2C(C)=O)OCO3)cc1 (stereo not given) | i | i | i | i | -0.2 | i | 22 | i | i | i | i
COc1ccc(CNc2oc(-c3ccccc3)nc2C#N)cc1 | i | i | i | i | 0.5 | i | -95* | i | i | i | i
CSc1ccccc1C(=O)Nc1cccc(C)c1 | i | i | i | i | 0.4 | i | 25 | i | i | i | i
CC(C)CC(=O)NC(=S)Nc1ccc(N2CCN(C(=O)c3cccs3)CC2)cc1 | i | i | i | i | -0.7 | i | 25 | i | i | i | i
CCN(c1ccccc1)S(=O)(=O)c1cccc(C(=O)Nc2ccc(C)cn2)c1 | i | i | i | i | 0.5 | i | 27 | i | i | i | i
Cc1ccccc1S(=O)(=O)NC1OC(=O)C(Cl)=C1Cl (stereo not given) | i | i | i | i | 0.0 | i | 13 | i | i | i | i
CCn1cc(C(=O)O)c(=O)c2cc(F)c(N3CCN(C(=S)NC(=O)c4cccc(F)c4)CC3)cc21 | i | i | i | i | -0.2 | i | 5 | i | i | i | i
COc1ccc(S(=O)(=O)N2CCN(C(=O)c3cccs3)CC2)cc1OC | i | i | i | i | 0.0 | i | 12 | i | i | i | i
CC(C)(C)c1ccc(C(=O)NNC(=S)NC(=O)c2cccnc2)cc1 | i | i | i | i | 3.3 | i | ? | i | i | i | i
Cc1ccc(OCC(=O)N2CCN(S(=O)(=O)c3ccccc3[N+](=O)[O-])CC2)cc1 | i | i | i | i | -0.1 | i | 12 | i | i | i | i
CC(C)c1ccc2[nH]c3c(c2c1)CCC/C3=N\NC(=O)c1ccncc1 | i | i | i | i | 0.1 | i | 12 | i | i | i | i
COc1ccc(C(=O)O)cc1S(=O)(=O)Nc1ccccc1-c1ccccc1 | i | i | i | i | -1.8 | i | · | i | i | i | i
CC(=O)NC(C)(C)C1CC=C(C)/C(=N\O)C1 (stereo not given) | i | i | i | i | -1.2 | i | 12 | i | i | i | i
COc1ccc(NC(=O)c2oc3ccccc3c2NC(=O)c2ccco2)c(OC)c1 | i | i | i | i | 0.2 | i | 9 | i | i | i | i
Cc1ccc(C(=O)NNC(=O)CCC(=O)Nc2cccc(Cl)c2C)cc1 | i | i | i | i | 0.2 | i | 31 | i | i | i | i
Cc1cccc(N(C(=O)c2snc(C(N)=O)c2N)C(C(=O)NC2CCCC2)c2ccc(C)o2)c1 (stereo not given) | i | i | i | i | -0.4 | i | 1 | i | i | i | i
O=C(CCNc1ccccc1)c1cccc([N+](=O)[O-])c1 | i | i | i | i | 0.4 | i | 16 | i | i | i | i
Cc1ccc(Cn2ncc3c(NN)ncnc32)cc1 | i | i | i | i | -38 | i | 18 | i | i | i | i
CC1CCCCN1S(=O)(=O)c1ccc(C(=O)N(CCCN(C)C)c2nc3ccc(Br)cc3s2)cc1 (stereo not given) | i | i | i | i | -0.5 | i | -4 | 143* | i | i | i
CC(C)C(C(=O)Nc1ccccc1F)N1C(=O)c2ccccc2C1=O (stereo not given) | i | i | i | i | -0.3 | i | 17 | i | i | i | i
O=C(OCCN=C1NS(=O)(=O)c2ccccc21)c1cccnc1 | i | i | i | i | -22 | i | 14 | i | i | i | i
Cc1ccc(S(=O)(=O)N2CCC(=O)N(CCO)CC2)cc1 | i | i | i | i | 0.3 | i | 14 | i | i | i | i
CC(=O)NC1C(=O)N=C(SCC(=O)NC2CCCCC2)NC1=O (stereo not given) | i | i | i | i | -0.1 | i | 11 | i | i | i | i
O=C(CSCc1ccc(F)cc1)N1CCOCC1 | i | i | i | i | 0.9 | i | 7 | i | i | i | i
COc1ccccc1N1C(=O)c2cccnc2C1=O | i | i | i | i | -0.7 | i | 8 | i | i | i | i
CCCOc1ccc(-c2nnn(CC(=O)N3CCCCC3)n2)cc1 | i | i | i | i | 0.4 | i | 1 | i | i | i | i
O=C(NC1c2ccccc2-c2ccccc21)N1CCOCC1 | i | i | i | i | 0.4 | i | 18 | i | i | i | i
COc1ccc(NC(=O)CN2CCC3(O)CCCCC3C2c2cc(OC)ccc2OC)cc1 (stereo not given) | i | i | i | i | -0.3 | i | 15 | i | i | i | i
CN(C(=O)CN1C(=O)CCSc2ccc(S(=O)(=O)N3CCCC3)cc21)c1ccccc1 | i | i | i | i | 1.0 | i | 26 | i | i | i | i
CCOC(=O)c1ccccc1NC(=O)Cn1cnc2c(oc3ccccc32)c1=O | i | i | i | i | 2.8 | i | 11 | i | i | i | i
CC1CCCC(C)N1C(=O)CSc1nnc(-c2c[nH]c3ccccc23)o1 (stereo not given) | i | i | i | i | 1.6 | i | 36 | i | i | i | i
Cc1nc2nc(COc3ccccc3)[nH]n2c(=O)c1C | i | i | i | i | 0.3 | i | 29 | i | i | i | i
COc1cccc(CN2CCN(C(=O)CC(C)C)CC2)c1 | i | i | i | i | 0.2 | i | 8 | i | i | i | i
Cc1nnc2c(N3CCN(C(=O)c4ccco4)CC3)nc3ccccc3n12 | i | i | i | i | -0.7 | i | 23 | i | i | i | i
CN(C(=O)CN1C(=O)c2ccccc2S1(=O)=O)c1ccccc1C(=O)O | i | i | i | i | -0.5 | i | 15 | i | i | i | i
O=C(CN1C(=O)NC2(CCCCC2)C1=O)N1CCN(S(=O)(=O)c2ccccc2)CC1 | i | i | i | i | 0.0 | -5.5* | 5 | i | i | i | i
CCn1cc(C(=O)N(C)c2cc(C)ccc2OC)c2cc(OC)c(OC)cc2c1=O | i | i | i | i | -45 | i | 29 | i | i | i | i

# Screens as filed in PubChem BioAssay.
